Screening data (PubChem)
ssDAF12 agonist: S. stercoralis DAF-12 nuclear receptor activators, primary screen, cell-based, luminescence, HEK293, GRIP1 co-expression, lit1-tk-luc | 1% of 370,000 active | Nuclear hormone receptor DAF-12 (Strongyloides stercoralis) | activation, % at 6.8 µM | AID 652126, 2013 | HEK293 ssDAF-12/GRIP1 lit1-tk-luc reporter; % of 3 µM dafachronic acid response;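 active means activation above the mean over all tested compounds plus 3 SD, cut at about 0.9% in these data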;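 further: 0% = DMSO-only wells and 100% = 3 µM delta7-dafachronic acid wells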
DAX1 inh-1: DAX1 (NR0B1) inhibitors, primary screen, cell-based, HEK293, Gal4-DAX1, luciferase luminescence. AID 504766, 2011. 0.99% of 340,000 active. HEK293 Gal4-DAX1 luciferase reporter. inhibition, % at 6.75 µM. Nuclear receptor subfamily 0 group B member 1 (Homo sapiens), P51843;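 active means inhibition above the mean over all tested compounds plus 3 SD, cut at about 4.2% in these data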;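 further: 0% = DAX1-transfected cells with DMSO and 100% = empty-vector control cells with DMSO; inhibition shows as a rise in luminescence from relieved DAX1 repression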
hgDAF-12 ag: H. glycines DAF-12 receptor agonists, primary screen, cell-based, luminescence, HEK293, GAL4 fusion, UAS-luciferase. Nuclear hormone receptor DAF-12 (Heterodera glycines), GAL4 fusion. HEK293 GAL4-hgDAF12 UAS-luciferase reporter, agonist luminescence; normalized to butyrate control. activation, % at 6.8 µM. 1.8% of 370,000 active. AID 687014, 2013;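 active means activation above a cutoff set at the mean of all screened compounds plus 3 SD, cut at about 10% in these data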;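 further: 0% = DMSO wells and 100% = sodium butyrate wells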
hcDAF-12 act: H. contortus DAF-12 nuclear receptor activators, primary screen, cell-based, luminescence, HEK293, lit1-tk-luc reporter. HEK293 hcDAF-12 lit1-tk-luc reporter; 0% DMSO, 100% Δ7-dafachronic acid. activation, % at 6.8 µM. 1.4% of 370,000 active. AID 652067, 2013;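 active means activation above the mean of all tested compounds plus 3 SD, cut at about 5.5% in these data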;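 further: 100% = response to 3 µM Δ7-dafachronic acid high control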
NPR2 activator: human GC-B receptor activators, primary screen, HEK293 GC-B cells, cGMP TR-FRET, EC30 CNP; 0% at EC30 CNP, 100% saturating CNP; activation, % at 10 µM; 0.11% of 370,000 active;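 active means activation at 10 µM reaching about 35% in either raw or pattern-adjusted values, limit read from the data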
SMARCA2 activ: SMARCA2 (BRM) function activators, primary screen, cell-based, luminescence, high throughput. MG213 cells, MMTV-luciferase reporter, dexamethasone, overnight. activation, % at 9.1 µM. 1% of 370,000 active. AID 652017, 2013; in the data active means activation above about 7.8%;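 further: 0% = vehicle wells and 100% = reference activator wells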
GC-A act: GC-A stimulated cGMP production enhancers – HEK293 GC-A cells, cGMP TR-FRET, EC30 ANP, primary screen. 0.14% of 370,000 active. AID 1671463, 2021. Atrial natriuretic peptide receptor 1 (Homo sapiens), P16066. 0% at EC30 ANP, 100% saturating ANP. activation, % at 10 µM; in the data active means activation above about 40%
Target sequence (P16066 whole entry, looked up): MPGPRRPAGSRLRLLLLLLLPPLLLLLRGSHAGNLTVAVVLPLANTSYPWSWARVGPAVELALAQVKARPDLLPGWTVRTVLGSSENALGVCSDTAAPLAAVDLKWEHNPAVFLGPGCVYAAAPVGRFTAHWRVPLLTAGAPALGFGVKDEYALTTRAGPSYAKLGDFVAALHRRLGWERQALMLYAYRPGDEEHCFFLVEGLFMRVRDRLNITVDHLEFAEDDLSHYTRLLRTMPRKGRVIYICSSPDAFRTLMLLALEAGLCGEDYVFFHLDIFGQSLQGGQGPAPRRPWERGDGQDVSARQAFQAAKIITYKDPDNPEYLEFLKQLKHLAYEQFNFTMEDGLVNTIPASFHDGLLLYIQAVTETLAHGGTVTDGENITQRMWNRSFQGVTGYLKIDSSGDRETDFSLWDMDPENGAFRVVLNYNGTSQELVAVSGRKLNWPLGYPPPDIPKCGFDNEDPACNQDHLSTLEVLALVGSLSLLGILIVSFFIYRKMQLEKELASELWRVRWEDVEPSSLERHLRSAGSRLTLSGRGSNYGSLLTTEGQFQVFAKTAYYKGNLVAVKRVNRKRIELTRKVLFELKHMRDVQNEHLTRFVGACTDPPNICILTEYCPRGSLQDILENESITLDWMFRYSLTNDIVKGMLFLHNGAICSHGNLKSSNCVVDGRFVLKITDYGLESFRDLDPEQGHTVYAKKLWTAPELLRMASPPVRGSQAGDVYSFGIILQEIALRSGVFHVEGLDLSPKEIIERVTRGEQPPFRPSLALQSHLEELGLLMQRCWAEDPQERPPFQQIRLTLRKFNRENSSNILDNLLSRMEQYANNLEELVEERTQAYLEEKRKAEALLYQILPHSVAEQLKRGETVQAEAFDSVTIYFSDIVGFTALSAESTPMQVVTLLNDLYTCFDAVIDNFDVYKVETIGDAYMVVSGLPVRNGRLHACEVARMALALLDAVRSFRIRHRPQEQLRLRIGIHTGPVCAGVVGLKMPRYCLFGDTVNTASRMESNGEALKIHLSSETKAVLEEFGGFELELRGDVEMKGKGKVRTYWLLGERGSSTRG
DAX1 inh-2: DAX1 (NR0B1) inhibitors on StAR promoter, primary screen, cell-based, luminescence, SF-1 (NR5A1), full-length DAX-1; HEK293T StAR-luciferase reporter, SF-1/DAX-1 repression relief; inhibition, % at 6.8 µM; 1.1% of 370,000 active; AID 652010, 2013;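 active means inhibition above the mean over all tested compounds plus 3 SD, cut at about 3.6% in these data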;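 further: 0% = DAX-1 cells with DMSO and 100% = cells lacking DAX-1 with DMSO; higher inhibition means more luminescence from relief of DAX-1 repression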
GAA850 FXN act: FXN promoter activators, primary screen, cell-based, luciferase luminescence, HEK293 lucGAA850; 0.56% of 360,000 active; AID 540364, 2011; activation, % at 6 µM; HEK293 lucGAA850 FXN promoter luciferase reporter, 24 h; percent of 10 µM SAHA response;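 active means activation above the average of all compounds screened plus 3 SD, cutoff fixed separately per campaign, cut at about 7.5% in these data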;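 further: 0% = DMSO wells and 100% = 10 µM SAHA wells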
ADAM10 inh: human ADAM10 inhibitors, primary screen, biochemical, QFRET, HTS; Disintegrin and metalloproteinase domain-containing protein 10 (Homo sapiens), O14672; recombinant ADAM10, EDANS/DABCYL FRET peptide cleavage, 3 h; inhibition, % at 7 µM; 0.62% of 370,000 active; AID 720582, 2013;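 active means inhibition above a per-campaign cutoff equal to the mean of compounds falling between control-based bounds plus 3 SD, cut at about 20% in these data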;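 further: 0% = DMSO wells while the 100% control is not disclosed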
HGIII-sPLA2 inh: human group III sPLA2 inhibitors, primary screen, biochemical, QFRET, BODIPY PC-A2 liposome substrate. inhibition, % at 12.2 µM. 0.56% of 370,000 active. AID 743126, 2013. QFRET BODIPY PC-A2 liposome hydrolysis, fluorescence. Group 3 secretory phospholipase A2 (Homo sapiens), Q9NZ20;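 active means inhibition above mean plus 3 SD of compounds lying within the high and low control bounds, cut at about 19% in these data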;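 further: 0% = median of test compound wells and 100% = no enzyme DMSO wells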
Starred values were filed as active, the others as inactive; i = inactive; / = no result given; & = joins results of further samples. No enrichment for hits; overall some 6.6% were active at least once.

SMILES | ssDAF12 agonist | DAX1 inh-1 | hgDAF-12 ag | hcDAF-12 act | NPR2 activator | SMARCA2 activ | GC-A act | DAX1 inh-2 | GAA850 FXN act | ADAM10 inh | HGIII-sPLA2 inh
N#C/C(=C/c1ccc(-c2ccc(S(N)(=O)=O)cc2)o1)c1nc2ccccc2s1 | -0.8 | -1.4 | -4.6 | 0.7 | 2 | 2 | 1 | 0.9 | 6.5 | 13 | 7
COCCCN(Cc1ccco1)C(=O)CSc1nc2ncccc2[nH]1 | -1.5 | -0.6 | 3.8 | -1.5 | 1 | -1 | 4 | 0.1 | 1.0 | -5 | 6
COCc1nc(-c2ccc(-c3ccc(OC)cc3)nc2OC)no1 | -1.1 | 1.2 | 4.7 | -2.0 | -3 | -1 | 3 | 0.7 | 0.4 | i | -10
Nc1ncc(S(=O)(=O)c2ccc([N+](=O)[O-])cc2)s1 | -1.2 | -1.7 | -2.5 | -0.3 | 3 | -2 | 3 | -1.6 | 2.9 | -3 | 3
Cc1ccc([C@H]2C[C@@H](n3cc(COC(=O)c4ccccc4)nn3)[C@H](O)CN2C(=O)c2cccs2)cc1 | -1.4 | 1.8 | 0.9 | 0.6 | 1 | -3 | -5 | -0.3 | 2.3 | 4 | -12
CN1C(=O)Cc2cc(S(=O)(=O)NCCc3ccc(Cl)cc3)ccc21 | -1.4 | 0.2 | -1.4 | -0.7 | 2 | -1 | 2 | 0.1 | 0.0 | 3 | -39
COCCOC(=O)c1nccnc1C(=O)Nc1ccc(S(=O)(=O)N2CCOCC2)cc1 | -2.7 | / | -13 | -3.2 | 3 | 5 | 1 | -0.3 | -0.1 | 1 | 0
Cc1ccc(-n2c(C)cc(/C=N/NC(=O)c3ccc(CN4CCOCC4)cc3)c2C)cc1 | -1.6 | -1.6 | -1.5 | -2.3 | -3 | -5 | -1 | -1.4 | 0.7 | 1 | 3
COc1ccc(-c2cn(-c3ccccc3)c3[n+]2CCS3)cc1 | -2.4&-2.4 | -3.0&-2.2 | -7.7&-9.4 | -1.0&-6.5 | -4&5 | -6&-4 | 0&0 | -2.9&-2.2 | -2.4&-0.5 | 4&8 | -3&19
CC(=O)c1sc(NC(=O)C2CC(=O)N(Cc3ccccc3)C2)nc1-c1ccccc1 (centres undefined) | -0.9 | -0.2 | -0.5 | 1.2 | -6 | -2 | -2 | -2.7 | 2.5 | 9 | -19
COc1ccc(Cn2c(CCC(=O)Nc3ccccc3)nc3cccnc32)cc1 | -1.0 | -0.5 | 0.2 | -0.1 | 12 | 0 | 13 | 0.4 | -2.2 | 4 | -1
CCOc1ccc(-n2c(Cc3cc(=O)[nH]c(=O)[nH]3)nnc2SC(C)C)cc1 | -1.5 | -1.8 | -2.2 | -0.7 | 5 | 0 | 4 | 0.0 | 2.2 | -11 | -41
CSc1nc(-c2ccccc2)nn1C(=O)c1ccc(C)cc1 | -0.8 | 0.1 | 3.5 | 1.4 | 9 | -3 | -4 | -0.4 | 1.1 | -5 | 4
CCOC(=O)CCC(=O)NCc1ccc2[nH]c(C)cc2c1 | -0.4 | 0.7 | -0.6 | 1.7 | -3 | 0 | 0 | 0.2 | 1.6 | -26 | -3
O=C1C2CCCN2C(c2cccs2)N1c1ccc(F)cc1 (centres undefined) | -0.1 | 0.0 | 1.5 | 4.8 | -1 | 0 | 0 | -0.4 | 2.3 | 1 | -3
CC(NC(=O)COC(=O)C1CC2CCCC(C1)C2=O)c1ccccc1 (centres undefined) | -1.4 | 0.9 | -4.0 | -0.3 | -1 | -1 | 0 | 0.8 | -1.2 | -15 | 3
CN(CCCN1CCCCC1)C(=O)CCc1nnc(C2CCCCC2)o1 | -1.6 | -0.8 | 0.1 | -0.1 | 4 | -2 | 2 | -0.1 | 0.4 | 0 | 4
COc1ccc(CCN(Cc2cc3ccc(C)cc3[nH]c2=O)C(C)=O)cc1OC | -1.4 | 1.5 | 1.0 | -0.9 | 1 | 0 | -2 | -0.1 | 3.1 | -2 | 6
O=C(CN(Cc1ccccc1F)C(=O)c1csnn1)NCc1ccc2c(c1)OCO2 | -0.9 | -1.7 | -1.9 | -1.1 | -5 | 2 | -2 | 0.2 | 2.0 | -2 | 0
CCn1cc(C(=O)O)c(=O)c2cc(F)c(N3CCN(C(=S)NC(=O)c4cc(OC)cc(OC)c4)CC3)cc21 | -1.1 | 1.0 | 0.8 | 1.4 | -4 | -1 | -3 | -0.3 | 3.3 | -37 | 3
COc1ccc(C(=O)Nn2c(C)nc3ccccc3c2=O)cc1Br | -1.2 | -1.2 | -2.1 | -1.1 | 2 | 1 | 2 | -0.5 | -1.2 | 5 | -2
Cc1nnc(SCC(=O)NCc2ccc3c(c2)OCO3)s1 | -1.0 | 0.1 | -0.6 | -0.6 | 2 | 2 | 1 | 0.7 | 1.7 | 6 | -1
Cn1c2ccccc2c2nnc(SCC(=O)Nc3ccccc3F)nc21 | -1.1 | -1.4 | 1.2 | 2.9 | 2 | -3 | 5 | 0.0 | -0.9 | -3 | 12
COc1cc(/C=C2/C(=O)N(C)C(=S)N2C)ccc1OCc1cccc(F)c1 | -1.9 | -0.6 | -2.3 | -0.3 | 11 | -3 | 10 | 0.4 | 1.6 | 3 | 7
CC(C)c1ccc(NC(=O)CCNS(=O)(=O)c2cccc3nonc23)cc1 | -0.8 | 1.2 | -1.1 | -2.0 | 2 | -8 | -3 | 0.2 | 1.1 | 10 | -36
O=C1/C(=C\c2cccnc2)Sc2ccccc21 | 0.2 | 0.9 | 3.0 | 0.5 | -11 | 1 | -4 | -0.3 | 3.8 | -4 | 2
Cc1ccc(OCC(=O)NC(=S)Nc2ccc(Br)cn2)cc1 | -1.1 | 2.4 | -1.3 | -1.1 | 1 | -2 | -2 | 0.6 | 1.2 | -5 | -2
COc1ccc(C(C)NC(=O)Cc2ccc(Br)cc2)cc1 (centres undefined) | -1.5 | 0.4 | -2.1 | -0.9 | 2 | -5 | 0 | -0.3 | 0.7 | -5 | 5
Cc1cc(Cl)c2oc(C(=O)N(C)C(C)c3ccccn3)c(C)c2c1 (centres undefined) | -0.8 | 0.4 | 2.8 | -1.3 | 1 | 0 | -1 | 0.9 | 7.2 | 2 | -8
CC(=O)Nc1ccc(NC(=S)Nc2ccccc2)cc1 | -1.0 | 0.1 | -1.6 | 1.1 | -3 | 0 | 1 | 0.3 | 0.9 | -4 | 12
CC(C)[C@H](N)C(=O)N1CCC(C(=O)N[C@@H](Cc2ccccc2)C(=O)NCc2ccc(F)cc2)CC1 | -0.8 | -0.3 | 0.9 | -1.0 | 0 | -3 | 0 | 0.2 | 1.0 | 1 | 8
CS(=O)(=O)c1ccccc1-c1nnc(NC(=O)c2ccc3ncsc3c2)o1 | -0.7 | -1.1 | 1.6 | -2.1 | -3 | 1 | 4 | -0.3 | -0.1 | -7 | 10
CCCCOc1ccc(C2C(=O)N(C3CCCCC3)CC(=O)N2CC2CCCO2)cc1 (centres undefined) | -1.7 | -0.7 | 1.7 | -1.1 | -4 | 1 | -5 | -1.1 | 1.6 | 4 | -7
COc1cc(C(=O)Nc2cnc(NC(=O)C(C)C)cc2C)cc(OC)c1OC | -1.2 | 0.6 | -0.5 | -0.6 | -2 | -4 | 3 | 0.1 | 0.9 | -14 | 5
COc1ccc(CCC(=O)Nc2nc3ccccc3[nH]2)cc1 | -0.3 | 1.4 | 7.5 | 1.1 | -7 | 4 | 7 | 0.8 | 1.9 | -1 | 9
CC(CN(C)Cc1ccccc1)OC(=O)C1COc2ccccc2O1 (centres undefined) | -1.1 | -0.5 | 6.2 | -0.2 | 3 | 0 | -5 | -0.3 | 0.9 | -6 | 3
O=C(CSc1n[nH]c(-c2ccccc2Br)n1)NC(=O)NCc1ccco1 | -0.8 | 0.4 | -1.9 | -1.4 | 0 | 0 | 0 | -0.2 | 1.8 | -2 | -13
Cc1c(Cc2ccccc2)c(=O)oc2c(C)c(OCc3nn[nH]n3)ccc12 | -1.1 | 5.3* | -2.3 | -1.3 | 4 | 2 | 1 | 0.2 | -1.6 | -483 | -24
Cc1cccc(C(=O)Nc2ccc(NC(=O)CN3CCOCC3)cc2)c1 | -1.1 | -0.8 | -2.1 | -3.4 | 2 | 1 | 4 | -0.8 | 1.4 | -2 | 5
CC(Nc1nc(-c2ccc(F)cc2)cs1)c1nc2cc(C(F)(F)F)ccc2n1CCCO (centres undefined) | -1.3 | -1.3 | -0.9 | -0.4 | 0 | -2 | -1 | 0.1 | -0.4 | 16 | -13
CC1CCN(CC(=O)c2c[nH]c3ccccc23)CC1 | 0.2 | 1.5 | 1.8 | 3.9 | -3 | 4 | 2 | 1.5 | 1.6 | -6 | -8
O=S(=O)(c1ccc(Cl)cc1Br)N1CCCCC1 | -1.4 | 0.5 | -1.7 | -1.8 | -5 | -2 | 0 | -0.3 | 1.1 | 3 | 2
Cc1ccc(N2C(=O)C3ON(c4ccccc4)C(c4ccncc4)C3C2=O)cc1 (centres undefined) | -1.1 | 1.3 | 1.9 | 2.4 | 1 | 2 | 4 | 0.5 | 0.7 | -3 | -5
Cn1c(=O)c2c(nc(SCC(=O)Nc3ccccc3N3CCCCC3)n2C)n(C)c1=O | -1.1 | -0.4 | -1.8 | -0.2 | -5 | 2 | -5 | -0.3 | 0.1 | 3 | 1
COc1ccc(CCNC(=O)C(=O)NCC2OCCN2S(=O)(=O)c2ccc(Br)cc2)cc1 (centres undefined) | -0.3 | 0.0 | -1.2 | 1.0 | 6 | -4 | 0 | 0.3 | 2.2 | 4 | 13
COc1cc(OC)cc(-c2c(C#Cc3ccsc3)c3cc(-c4ccc(SC)cc4)ccc3n2C)c1 | -1.2 | 0.8 | 1.0 | 0.5 | 3 | -1 | -1 | -0.2 | 1.7 | -27 | 6
